# From PubChem
# KCNK3 block: human KCNK3 channel inhibitors, primary screen, CHO cells, FluxOR thallium flux, B-score; Potassium channel subfamily K member 3 (Homo sapiens), O14649; FluxOR fluorescence; stronger effect = lower value; B-score at 10 µM; 0.84% of 340,000 active; AID 602410, 2012;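 active means B-score under library mean minus 4 SD, starting fluorescence ratio at most library mean plus 5 SD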;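 further: more negative B-score means stronger inhibition of thallium flux through KCNK3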
# hERG rescue: hERG rescue from dofetilide block, primary screen, cell-based, CHO-hERG, FluxOR thallium flux, dofetilide IC70; dofetilide IC70 present; activation (rescue from dofetilide block), less the hit threshold, % at 10 µM; 0.51% of 310,000 active; AID 1511, 2009;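 active means activation above the mean of controls blocked by dofetilide plus 5 SD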;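 further: thallium influx through hERG after potassium depolarization seen as dye fluorescence rise; in these data hits start at about 4.7%; inactives centre near -7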
# Target sequence (Q12809 whole entry, looked up): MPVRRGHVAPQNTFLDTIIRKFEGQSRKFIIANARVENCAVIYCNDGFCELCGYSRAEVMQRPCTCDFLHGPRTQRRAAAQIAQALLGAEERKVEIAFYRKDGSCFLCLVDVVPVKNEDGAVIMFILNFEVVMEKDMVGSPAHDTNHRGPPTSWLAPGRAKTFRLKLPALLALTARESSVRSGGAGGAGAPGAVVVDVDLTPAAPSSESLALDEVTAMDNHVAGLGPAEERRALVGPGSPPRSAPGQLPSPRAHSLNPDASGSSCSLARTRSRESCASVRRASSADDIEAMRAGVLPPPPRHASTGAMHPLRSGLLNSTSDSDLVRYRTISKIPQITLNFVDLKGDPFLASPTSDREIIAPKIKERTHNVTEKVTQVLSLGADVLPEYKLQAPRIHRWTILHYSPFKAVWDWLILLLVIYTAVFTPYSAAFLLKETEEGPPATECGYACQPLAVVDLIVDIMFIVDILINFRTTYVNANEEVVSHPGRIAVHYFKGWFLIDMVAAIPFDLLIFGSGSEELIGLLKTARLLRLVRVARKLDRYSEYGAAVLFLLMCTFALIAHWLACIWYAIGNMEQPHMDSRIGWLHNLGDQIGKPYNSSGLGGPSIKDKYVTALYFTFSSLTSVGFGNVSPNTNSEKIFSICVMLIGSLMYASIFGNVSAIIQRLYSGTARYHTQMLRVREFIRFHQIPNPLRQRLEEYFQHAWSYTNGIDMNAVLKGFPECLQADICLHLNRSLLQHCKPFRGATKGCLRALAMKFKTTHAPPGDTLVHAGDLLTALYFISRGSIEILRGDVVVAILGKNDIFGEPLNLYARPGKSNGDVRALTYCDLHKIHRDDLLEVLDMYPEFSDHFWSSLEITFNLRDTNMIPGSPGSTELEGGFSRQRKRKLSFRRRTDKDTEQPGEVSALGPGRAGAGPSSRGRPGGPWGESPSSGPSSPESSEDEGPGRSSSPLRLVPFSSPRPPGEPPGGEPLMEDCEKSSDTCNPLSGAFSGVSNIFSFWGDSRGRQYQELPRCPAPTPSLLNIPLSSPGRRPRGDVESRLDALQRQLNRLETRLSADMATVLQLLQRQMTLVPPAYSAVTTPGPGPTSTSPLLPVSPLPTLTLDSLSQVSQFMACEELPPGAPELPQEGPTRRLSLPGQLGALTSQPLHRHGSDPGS
# Platelet DG rel: inhibitors of platelet dense granule secretion, primary screen, cell-based, MLPCN, human platelets; human platelet-rich plasma, SFLLRN dense granule ATP release, luminescence; inhibition, %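 (compounds screened at 7.5 µM in platelet-rich plasma)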; 0.22% of 300,000 active;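 active means mean replicate score, as percent of positive control, at or above 50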
# KCNQ1 block: inhibitors of human KCNQ1 channel, primary screen, cell-based, thallium flux, high-throughput. Potassium voltage-gated channel subfamily KQT member 1 (Homo sapiens), P51787. CHO-K1 KCNQ1, FluxOR thallium flux fluorescence; stronger effect = higher value. B-score at 10 µM. 1.3% of 310,000 active;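 active means compounds whose thallium flux B-score, printed positive for inhibition, exceeds three library SD while starting fluorescence stays within three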;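 further: channel opened by potassium depolarization with thallium stimulus after 20 min compound exposure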
# PolyA inhibitor: polyadenylation inhibitors in yeast reporter cells, primary screen, luminescence, S. cerevisiae | AID 1875, 2009 | S. cerevisiae SKY197-pL101 polyadenylation reporter, beta-gal luminescence; efflux-impaired pdr1/pdr3 knockout yeast; score 100 = 6 SD above DMSO | calls only at 12 µM | 0.02% of 300,000 active;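 active means lowest replicate activity score at least 50, where 100 means six control SD above control mean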;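 further: yeast exposed to compound for 9 h at 30 °C; higher score means more reporter readthrough which indicates perturbed polyadenylation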
# KCNK9 inh: KCNK9 potassium channel inhibitors, primary screen, HEK293 cells, thallium flux; FluxOR thallium flux fluorescence; stronger effect = lower value; AID 488922, 2010; B-score at 10 µM; Potassium channel subfamily K member 9 (Homo sapiens), Q9NPC2; 1.2% of 310,000 active;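 active means ratio B-score over 3 SD below the library mean, with starting fluorescence within 5 SD of its mean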;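 further: negative B-score means less thallium flux so channel inhibition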
# DYRK1A inh: rat Dyrk1A kinase inhibitors, primary screen, biochemical, single point, plate reader | ADP-Glo luminescence, NFATc1 peptide | inhibition, % at 12.5 µM | 0.43% of 310,000 active; in the data active means inhibition above about 50%;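 further: plate controls were vehicle with enzyme for no effect and no enzyme for full effect; many of its hits are not listed in these tables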
# TRPC4 act: activators of mouse TRPC4 channel, primary screen, Fluo4 calcium, HEK293 TRPC4beta/mu-opioid cells. Fluo4 calcium fluorescence; stronger effect = higher value. Short transient receptor potential channel 4 (Mus musculus), Q9QUQ5. B-score at 10 µM. 0.49% of 310,000 active;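 active means B-score above 5 SD of library B-scores, and initial fluorescence ratio not above library mean plus 5 SD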;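 further: positive B-score marks a calcium rise read as TRPC4 activation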
#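 System: HEK293 cells stably co-expressing mouse TRPC4beta and mu-opioid receptor; Schedule: Fluo4 dye loading 45 min at room temperature, 110 s recording; Detection: Fluo4 fluorescence, kinetic; Evaluation: B-scored integrated calcium fluorescence ratio; Controls: buffer (low) and maximal DAMGO (high).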
# TRPC4 inh: inhibitors of mouse TRPC4 channel, primary screen, Fluo4 calcium, HEK293 TRPC4beta/mu-opioid cells; Short transient receptor potential channel 4 (Mus musculus), Q9QUQ5; AID 2247, 2010; DAMGO-evoked Fluo4 calcium flux; stronger effect = lower value; 0.39% of 300,000 active; B-score at 10 µM;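 active means B-score over 3 SD under the library average, no early fluorescence shift, positive overall ratio signal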
#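 System: stable TRPC4beta/mu-opioid receptor HEK293 cells; Dosing: single-point compound dosing; Measured by: Fluo4 Ca2+ flux fluorescence; Read-out basis: per-well B score of integrated baseline-normalized Fluo4 ratio.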
# KCNQ1 act: potentiators or activators of KCNQ1 channel, primary screen, cell-based, thallium flux, high-throughput; Potassium voltage-gated channel subfamily KQT member 1 (Homo sapiens), P51787; 0.35% of 310,000 active; B-score at 10 µM; CHO-K1 KCNQ1, thallium flux FluxOR fluorescence; stronger effect = higher value;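 active means fluorescence ratio B-score, a plate-corrected score, at least three library SD, with initial intensity B-score within 5 SD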
#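 Assay system: stable KCNQ1 CHO-K1 line; medium: assay buffer, equal DMSO in all wells; timing: 90 min dye loading and 20 min compound exposure, both at room temperature; technique: kinetic FluxOR thallium fluorescence, 10-s 1-Hz baseline, 110-s post-stimulus read; read-out basis: B score of baseline-normalized fluorescence ratio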
# TRPC4 PAM: positive allosteric modulators of TRPC4, primary screen, cell-based, mouse TRPC4beta, HEK293 mu-opioid, Fluo-4 calcium; B-score at 10 µM; 0.42% of 310,000 active; AID 2227, 2009; Short transient receptor potential channel 4 (Mus musculus), Q9QUQ5; DAMGO EC20, Fluo-4 Ca2+ flux; stronger effect = higher value;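 active means B-score of calcium response area above 5 SD of library B-scores, with initial fluorescence ratio within 5 SD of library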;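 further: B-score of integrated fluorescence ratio over time as area under calcium response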
# An asterisk follows results filed as active; i = inactive; nt = no result given.
(1) c1cncc(-c2nn3c(Cn4cnc5ccccc54)nnc3s2)c1
(2) COC(c1ccccc1)c1nnc(CCC(=O)NCc2cccc(-n3cccn3)c2)o1 (configuration not stated)
(3) COc1cccc(NC(=O)CSc2nnnn2C2CCCC2)c1
(4) C=C1N(c2cccc(Cl)c2)C(=O)OC1(C)C
(5) Cc1cc(N2CCC(N(C)C3CCCC3)CC2)nc2cc(O)ccc12
(6) COc1ccc2nc(C)cc(SCC(=O)OC(C)C)c2c1

assay / compound | 1 | 2 | 3 | 4 | 5 | 6
TRPC4 PAM | i | i | i | i | i | i
KCNK9 inh | i | i | i | i | i | i
KCNQ1 act | i | i | i | i | i | i
PolyA inhibitor | i | i | i | i | i | i
TRPC4 inh | i | i | i | i | i | i
DYRK1A inh | 26 | 1 | 0 | -2 | 8 | 12
hERG rescue | 0 | -6 | -7 | -2 | -4 | -7
KCNK3 block | i | i | i | i | i | i
KCNQ1 block | i | i | i | i | i | i
Platelet DG rel | -7 | 1 | 3 | -2 | 2 | 2
TRPC4 act | i | i | i | i | i | i

(7) CC(C)NS(=O)(=O)c1ccc2c3c(cccc13)CC2
(8) NNC(=O)CNS(=O)(=O)c1ccc([N+](=O)[O-])cc1
(9) O=C1CC(c2nc3ccccc3[nH]2)CN1c1cccc(C(F)(F)F)c1 (configuration not stated)
(10) O=C(NNC(=O)c1ccc(-n2cncn2)c([N+](=O)[O-])c1)c1cccc(Cl)c1
(11) CC(=O)Cn1cnc2sc(-c3ccccc3)cc2c1=O
(12) Cc1cc(C)cc(-n2ncc3c2CCCC3NC(=O)c2csnn2)c1 (configuration not stated)

assay / compound | 7 | 8 | 9 | 10 | 11 | 12
TRPC4 PAM | i | i | i | i | i | i
KCNK9 inh | i | i | i | i | i | i
KCNQ1 act | i | i | i | i | i | i
PolyA inhibitor | i | i | i | i | i | i
TRPC4 inh | i | i | i | i | i | i
DYRK1A inh | -4 | -2 | 12 | -2 | 12 | 9
hERG rescue | -6 | -3 | -18 | -18 | -3 | 36*
KCNK3 block | i | i | i | i | i | i
KCNQ1 block | i | i | i | i | i | i
Platelet DG rel | -6 | 5 | -7 | nt | 0 | 1
TRPC4 act | i | i | i | i | i | i

# Arranged by count of non-hydrogen atoms (falling): some entries from above.
(2) COC(c1ccccc1)c1nnc(CCC(=O)NCc2cccc(-n3cccn3)c2)o1 (configuration not stated)
(10) O=C(NNC(=O)c1ccc(-n2cncn2)c([N+](=O)[O-])c1)c1cccc(Cl)c1
(5) Cc1cc(N2CCC(N(C)C3CCCC3)CC2)nc2cc(O)ccc12
(1) c1cncc(-c2nn3c(Cn4cnc5ccccc54)nnc3s2)c1
(3) COc1cccc(NC(=O)CSc2nnnn2C2CCCC2)c1
(6) COc1ccc2nc(C)cc(SCC(=O)OC(C)C)c2c1
(11) CC(=O)Cn1cnc2sc(-c3ccccc3)cc2c1=O
(7) CC(C)NS(=O)(=O)c1ccc2c3c(cccc13)CC2

assay / compound | 2 | 10 | 5 | 1 | 3 | 6 | 11 | 7
TRPC4 PAM | i | i | i | i | i | i | i | i
KCNK9 inh | i | i | i | i | i | i | i | i
KCNQ1 act | i | i | i | i | i | i | i | i
PolyA inhibitor | i | i | i | i | i | i | i | i
TRPC4 inh | i | i | i | i | i | i | i | i
DYRK1A inh | 1 | -2 | 8 | 26 | 0 | 12 | 12 | -4
hERG rescue | -6 | -18 | -4 | 0 | -7 | -7 | -3 | -6
KCNK3 block | i | i | i | i | i | i | i | i
KCNQ1 block | i | i | i | i | i | i | i | i
Platelet DG rel | 1 | nt | 2 | -7 | 3 | 2 | 0 | -6
TRPC4 act | i | i | i | i | i | i | i | i

(8) NNC(=O)CNS(=O)(=O)c1ccc([N+](=O)[O-])cc1
(4) C=C1N(c2cccc(Cl)c2)C(=O)OC1(C)C

assay / compound | 8 | 4
TRPC4 PAM | i | i
KCNK9 inh | i | i
KCNQ1 act | i | i
PolyA inhibitor | i | i
TRPC4 inh | i | i
DYRK1A inh | -2 | -2
hERG rescue | -3 | -2
KCNK3 block | i | i
KCNQ1 block | i | i
Platelet DG rel | 5 | -2
TRPC4 act | i | i

# A draw from above in order of molecular weight, descending.
(2) COC(c1ccccc1)c1nnc(CCC(=O)NCc2cccc(-n3cccn3)c2)o1 (configuration not stated)
(1) c1cncc(-c2nn3c(Cn4cnc5ccccc54)nnc3s2)c1
(11) CC(=O)Cn1cnc2sc(-c3ccccc3)cc2c1=O

assay / compound | 2 | 1 | 11
TRPC4 PAM | i | i | i
KCNK9 inh | i | i | i
KCNQ1 act | i | i | i
PolyA inhibitor | i | i | i
TRPC4 inh | i | i | i
DYRK1A inh | 1 | 26 | 12
hERG rescue | -6 | 0 | -3
KCNK3 block | i | i | i
KCNQ1 block | i | i | i
Platelet DG rel | 1 | -7 | 0
TRPC4 act | i | i | i

# Next part
(13) CC1=NN(Cc2ccccc2)C(=O)C1C(c1ccncc1)C(C#N)C#N (configuration not stated)
(14) CCNC(=O)N1CCCC(C(=O)c2ccc(-c3ccccc3)cc2)C1 (configuration not stated)
(15) Cc1cccc2c1cnn2C(=O)CCC(=O)N1CCC(C)CC1
(16) COc1ccc(NC(=O)CS(=O)c2cccc(Cl)c2)cc1 (configuration not stated)
(17) O=C(c1ccoc1)N1CCCC(N2CCN(c3ccc(F)cc3)CC2)C1 (configuration not stated)
(18) COC/C=C/C1=CC2=CC(=O)C(C)(OC(=O)c3cnc4ccccc4n3)C(=O)C2=CN1CCc1c[nH]c2ccccc12 (configuration not stated)

assay / compound | 13 | 14 | 15 | 16 | 17 | 18
TRPC4 PAM | i | i | i | i | i | i
KCNK9 inh | i | i | i | i | i | i
KCNQ1 act | i | i | i | i | i | i
PolyA inhibitor | i | i | i | i | i | i
TRPC4 inh | i | i | i | i | i | i
DYRK1A inh | -4 | -4 | 8 | nt | 4 | nt
hERG rescue | -14 | -10 | -5 | -12 | -4 | -7
KCNK3 block | i | i | i | i | i | nt
KCNQ1 block | i | i | i | i | i | i
Platelet DG rel | 19 | -5 | -3 | -3 | 5 | 0
TRPC4 act | i | i | i | i | i | i

(19) N/C(=N\OC(=O)Cc1ccc(Cl)cc1)c1cccnc1
(20) Cc1ccc(S(=O)(=O)N(CC(=O)Nc2ccccc2)C(=O)N2CCN(C)CC2)cc1
(21) Cc1cc2c3c([nH]c2cc1S(=O)(=O)NCc1ccc(CN2CCCCCC2)o1)CC(C)(C)CC3=O
(22) COc1ccc(NC(=O)c2ccc(S(=O)(=O)N3CCOCC3)o2)cc1
(23) Cc1nn(CC(=O)NCCCc2ccccc2)c(=O)c2cc3occc3n12
(24) CCC(C)Oc1cccc(C(=O)Nc2ccccc2N2CCOCC2)c1 (configuration not stated)

assay / compound | 19 | 20 | 21 | 22 | 23 | 24
TRPC4 PAM | i | i | i | i | i | i
KCNK9 inh | i | i | i | i | i | i
KCNQ1 act | i | i | i | i | i | i
PolyA inhibitor | i | i | i | i | i | i
TRPC4 inh | i | i | i | i | i | i
DYRK1A inh | -1 | 15 | 1 | nt | -5 | 8
hERG rescue | -8 | -7 | -7 | -6 | -2 | -16
KCNK3 block | i | i | i | i | i | -9.8*
KCNQ1 block | i | i | i | i | i | i
Platelet DG rel | -1 | 2 | -3 | -1 | 8 | 0
TRPC4 act | i | i | i | i | i | i

# The list is partial; the hit share may differ from the screen's.
